# Bioassay records as filed in PubChem.
# ER stress surv: protection against thapsigargin ER stress killing – CSM14.1 cells, ATP luminescence, primary screen; CSM14.1 thapsigargin ER stress survival; relative survival (cellular ATP), % at 15 µg/mL (by protocol); 0.33% of 48,000 active;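 active = survival measured by cellular ATP above 50% at 15 µg/ml in the first screen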;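 also: cell death triggered by about 15 µM thapsigargin; ATP read 24 h after thapsigargin was added; plate controls were thapsigargin with DMSO for no effect and DMSO without thapsigargin for full effect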
# Active calls of the source: *.
SMILES,ER stress surv
O=[N+]([O-])c1ccc(N2CCN(S(=O)(=O)c3ccc(Cl)cc3)CC2)cc1NCc1ccccc1,0
CC(C)(C)c1cc(Cc2ccccc2)[nH]n1,28
CN1CCN(c2nc3ccccn3c(=O)c2/C=C2\SC(=S)N(CC3CCCO3)C2=O)CC1 (stereo not drawn),7
C=CCOC(=O)C1=C(C)NC(C)=C(C(=O)OCC=C)C1/C=C/c1ccccc1,-1
CCOc1ccc(C=Nc2ccc3c(c2)nc(C)n3C)cc1,8
C=C(C)CNC(=S)NNC(=O)c1cccc(C)c1,11
Cc1[nH]c2ccccc2c1C(=O)/C=C/c1c2ccccc2cc2ccccc12,-10
CCCOC(=O)c1ccccc1OC(=O)c1ccc([N+](=O)[O-])cc1,20
Cc1nc(-c2ccccc2)nc(N/N=C/c2c(F)c(F)c(F)c(F)c2F)c1C,11
COc1cc(C(=O)N2CCN(C(=O)c3ccncc3)CC2)cc(OC)c1OC,8
OCCNC(Nc1ccc(Cl)cc1)=C(c1ccccc1)c1ccccc1,-3
CC(C)(C)c1cc(N=NC(=O)c2ccncc2)cc(C(C)(C)C)c1O,-3
CN(C)S(=O)(=O)NCCNc1ccc([N+](=O)[O-])cc1,6
Cc1cc(Cl)ccc1OCC(=O)Nc1ccccc1[N+](=O)[O-],8
CN(C)c1ccc(/C=N/N=C2/NC(=O)C(Cc3ccc(Cl)cc3)S2)cc1 (stereo not drawn),1
COc1cc(/C=C2\C(=O)N(C)C(=O)N(c3ccccc3)C2=O)cc(OC)c1O,4
O=C(CSc1nc2sc3c(c2c(=O)n1-c1ccc(Cl)cc1)CCC3)Nc1ccccc1,12
COc1ccc(C2=NC(=Cc3cccc4ccccc34)C(=O)O2)cc1,13
O=C(O/N=C(/c1ccncc1)c1ccc([N+](=O)[O-])cc1)c1cccc(F)c1,0
O=C(/C=C/c1cccc(N2C(=O)c3ccccc3C2=O)c1)c1cccc(N2C(=O)c3ccccc3C2=O)c1,6
CCOC(=O)c1c(NC(=O)/C=C/c2cccs2)sc2c1CCCC2,6
CCc1ccc(S(=O)(=O)Nc2ccc(NC(C)=O)cc2)cc1,2
CCc1ccccc1N1C(=O)C2C(c3ccccc3Cl)OC3(C(=O)c4ccccc4C3=O)C2C1=O (stereo not drawn),-1
O=C1CC(c2ccccc2)CC2=C1C(c1ccccn1)Nc1ccccc1N2 (stereo not drawn),1
O=[N+]([O-])c1ccc(C2CC(c3ccc(Cl)cc3)=Nc3ccccc3N2)cc1 (stereo not drawn),2
CC(C)c1ccccc1OCC(=O)Nc1cccc(C(F)(F)F)c1,11
COc1ccc(NC(=O)CSc2nc3ccccc3[nH]2)c(OC)c1,-7
COc1cc(NS(=O)(=O)c2cc(Cl)ccc2Cl)c(OC)cc1Cl,13
CCc1nnc(NC(=O)c2cc([N+](=O)[O-])ccc2Cl)s1,16
COC(=O)c1sc(NC(=O)CCCOc2ccc(Cl)cc2Cl)c(C(=O)OC)c1C,7
NNC(=O)/C(=C/c1ccc2c(c1)OCO2)NC(=O)c1ccccc1,1
COc1cc(OC)c(C2NC(=S)NC(C)=C2C(=O)Nc2ccccc2)cc1OC (stereo not drawn),-3
CS(=O)(=O)N(Cc1ccccc1)c1ccccc1C(=O)Nc1ccc(Cl)c(C(F)(F)F)c1,2
CCOc1ccc(/C=C2\SC(=S)N(Cc3ccccc3)C2=O)c(OCC)c1,13
CSc1nn(CN2CCCCC2)c(=S)s1,4
O=C(Nc1sc2c(c1C(=O)N1CCCCC1)CCCCC2)c1ccncc1,-2
CCc1ccc(NS(=O)(=O)c2ccc(NC(C)=O)cc2)cc1,8
CCOC(=O)C(=CNCCCC(=O)O)C(=O)OCC,4
O=C(NCc1cccs1)c1nn2c(c1Cl)NC(c1ccccc1)CC2C(F)(F)F (stereo not drawn),8
CCc1ccc(N2C(=O)CSC2c2ccc(Cl)cc2Cl)cc1 (stereo not drawn),10
O=C(c1c(F)cccc1F)N1CCN(c2cc(N3CCOCC3)c(F)cc2[N+](=O)[O-])CC1,9
COc1ccc(C(=O)Nc2ccccc2C(=O)NCCC(=O)Nc2ccccc2)cc1,4
COc1ccc(CNCc2ccc(OC)c(OC)c2)cc1,-1
COc1ccc(CC(=O)Nc2cccc(F)c2)cc1OC,9
O=C(Nc1ccc2c(c1)OCO2)c1ccco1,-3
CCOc1ccc(NC(=O)CC2SC(=Nc3ccccc3)N(c3ccccc3)C2=O)cc1 (stereo not drawn),6
O=C(Nc1ccc(NC(=O)c2cccs2)cc1)c1ccccc1,6
COC(=O)c1ccc(/C=N/NC(=O)C2CC(=O)N(c3ccc(Cl)cc3)C2)cc1 (stereo not drawn),0

# Given as tab-separated lines: part of the list above
Molecule	ER stress surv
CCc1ccc(NS(=O)(=O)c2ccc(NC(C)=O)cc2)cc1	8
O=C(Nc1ccc(NC(=O)c2cccs2)cc1)c1ccccc1	6

# Additional structures follow.
SMILES,ER stress surv
O=C(O)c1ccccc1C=Nc1ccc2[nH]c(=O)[nH]c2c1,8
COCCOC(=O)c1c(C)oc2ccc(OC(=O)c3ccccc3OC)cc12,0
CC1CCCN(C(=O)C(Sc2ccccc2)c2ccccc2)C1 (stereo not drawn),2
O=C1/C(=C/c2ccco2)SC(=S)N1c1ccc(F)cc1,-3
O=C(Nc1ccc(F)cc1)c1ccc(C#Cc2ccccc2)cc1,7
COc1ccccc1C1(O)CC(c2ccc(C)cc2)NC(c2ccc(C)cc2)C1C (stereo not drawn),2
Cc1c(NC(=O)c2cc([N+](=O)[O-])ccc2Cl)cccc1-c1nc2ccccc2s1,-3
Cc1ccc(C(C)C)c(OCc2nnc(NC(=O)c3ccc(Cl)cc3Cl)s2)c1,12
COc1ccc(CSCC(=O)O)cc1C(=O)O,12
Cc1ccc2c(c1)NC(c1ccccc1)C1=C(CC(C)(C)CC1=O)N2 (stereo not drawn),1
CCCC(=O)NS(=O)(=O)c1ccc(NC(=O)c2ccccc2Cl)cc1,-1
O=C1CC(N2CCC(O)CC2)C(=O)N1c1ccc(Cl)cc1 (stereo not drawn),11
O=C(Nc1nc(-c2ccccc2)cs1)c1ccc2c(c1)OCO2,6
COc1ccc(OC)c(NC(=O)c2ccc(C(=O)O)cc2C(=O)O)c1,7
COc1ccc(CN2C(=O)NC(=O)/C(=C\C=C\c3ccccc3)C2=O)cc1,4
CCN(CC)S(=O)(=O)c1cc(C(=O)c2ccc(Br)cc2)ccc1C,2
O=C(NCCSCc1ccccc1Cl)C(c1ccccc1)c1ccccc1,1
N/C(=N\OC(=O)COc1ccc2ccccc2c1)c1cccc([N+](=O)[O-])c1,11
O=C1S/C(=C\c2ccc(Br)c([N+](=O)[O-])c2)C(=O)N1c1ccccc1,-2
Cc1ccc2oc(-c3ccc(C)c(NC(=O)c4ccc(Cl)cc4Cl)c3)nc2c1,5
O=C(CSc1nc2ccccc2n1Cc1ccccc1)N/N=C/c1ccc([N+](=O)[O-])cc1,0
Cc1cccc(N/C=C/C(=O)c2ccc(Cl)cc2)c1,-5
O=C(Nc1nc2ccccc2s1)c1ccc(S(=O)(=O)N2CCCCC2)cc1,4
COc1ccccc1/C=C(/NC(=O)c1ccc(C)cc1)C(=O)Nc1ccc(S(N)(=O)=O)cc1,1
COCCNC(=O)CN(c1ccc(OC)cc1OC)S(=O)(=O)c1ccccc1[N+](=O)[O-],8
O=[N+]([O-])c1ccc(Cl)c(-n2ncnc2-c2ccc(F)cc2)c1,-1
Cc1ccc(C2C(C(=O)/C=C/c3ccccc3)=C(O)C(=O)N2CCCCCC(=O)O)cc1 (stereo not drawn),2
O=c1cc(-c2ccc([N+](=O)[O-])cc2)nc2cc(-c3cccc(Cl)c3)[nH]n12,2
O=C1/C(=C\Nc2ccccc2O)CCc2ccccc21,-8
CC(NC(=O)C(c1ccccc1)c1ccccc1)C(=O)NCCN(C)C (stereo not drawn),-1
COc1ccc(N(CC(=O)N2CCOCC2)S(=O)(=O)c2ccc(C)cc2)cc1OC,1
Cc1cc(Cl)ccc1OCC(=O)Nc1ccc(S(N)(=O)=O)cc1,4
COc1ccc(/C=C(\NC(=O)c2ccccc2)C(=O)NCCCn2ccnc2)cc1,8
CCSC1(SCC)N=C(N)C2(C#N)C(c3ccccc3)NC3=C(CCCC3)C12C#N (stereo not drawn),9
COc1cc2c(C)nc3c(cnn3-c3ccccc3)c2cc1OC,-7
CC(=O)c1ccc(N2C(=O)CC(N(C)Cc3ccccc3)C2=O)cc1 (stereo not drawn),-4
O=C(NCC1CCCO1)c1ccc(-c2ccccc2)cc1 (stereo not drawn),-4
COC(=O)c1c(NC(=O)C2C3C=CC(C3)C2C(=O)O)sc2c1CCC2 (stereo not drawn),3
Cc1ccc(C)c(-c2csc(N)c2C(=O)OC(C)C)c1,9
COc1ccc(OC)c(NC(=O)CC(c2ccccc2)c2ccccc2)c1,4
CC(=O)Nc1cccc(Oc2ccc3c(c2)C(=O)N(c2ccccc2)C3=O)c1,5
O=C(Nc1ccc(Br)cc1)c1cnccn1,-4
COc1cc(C2C3=C(CC(C)(C)CC3=O)OC3=C2C(=O)CC(C)(C)C3)cc(Br)c1OC,10
Cc1ccc(N(CC(O)CN2CCOCC2)S(=O)(=O)c2ccccc2)cc1 (stereo not drawn),-5
COc1ccccc1CNC(=O)COc1cc(C)c(Cl)c(C)c1,-2
Cc1ccc(C)n1Cc1ccc(C(=O)O)cc1,-3
Cc1cc(OCCCCN2CCCC2)ccc1Cl,-2
N#C/C(=C/c1cn(CC(=O)O)c2ccccc12)C(=O)Nc1cccc(Br)c1,-2
CCOC(=O)c1cccc(NC(=O)COc2ccc([N+](=O)[O-])cc2)c1,12
Cc1ccc(N(CC(=O)Nc2ccc(Br)cc2)S(C)(=O)=O)cc1Cl,-5
CN1C(=O)/C(=C\c2ccccc2OCCOc2ccc(Br)cc2)SC1=S,16
O=C(O)c1ccccc1/C=N/n1cnnc1,5
COc1ccc(CCC(=O)Nc2ccc(Cl)c([N+](=O)[O-])c2)cc1,-2
O=C(OCc1ccccc1)Sc1nnc(-c2ccc(Br)cc2)o1,0
Cc1ccc(S(=O)(=O)/N=C2/C=C(N3CCOCC3)C(=O)c3ccccc32)cc1,21
O=C1NC(=S)S/C1=C/c1ccc(Sc2ccccc2)o1,3
CC(=O)Nc1ccc(NC(=O)c2cccc(I)c2)cc1,10
Cc1ccc(N2NC(=O)/C(=C/c3ccccc3O)C2=O)cc1C,3
O=[N+]([O-])c1ccc(COc2ccc(/C=N/Nc3nc4ccccc4s3)cc2)cc1,-1
CCC1S/C(=N\N=C\c2cccc3ccccc23)NC1=O (stereo not drawn),11
# More compounds.
SMILES,ER stress surv
Cc1ccc(/C=C/C(=O)NCc2ccco2)o1,-4
O=C1NC(=S)N(c2cccc(Br)c2)C(=O)/C1=C/c1ccc(-c2ccccc2C(=O)O)o1,3
COc1ccccc1CNC(=O)c1ccc(OC)c([N+](=O)[O-])c1,9
Cc1ccc(NC(=O)/C=C/c2cccc([N+](=O)[O-])c2)c(Br)c1,2
O=C(NCCc1ccccc1F)C(=O)Nc1nccs1,3
N#Cc1c(/N=C/c2cc(Br)ccc2O)sc2c1CCN(Cc1ccccc1)C2,-7
O=C(c1ccc(Cl)cc1)N1N=C(c2ccc([N+](=O)[O-])cc2)CC1(O)C(F)(F)F (stereo not drawn),8
O=C1NC(=S)NC(=O)C1=Cc1cc(Br)c(Sc2ccc(Cl)cc2)o1,4
O=C(O)CCN1C(=O)/C(=C/c2cccc3ccccc23)SC1=S,13
O=C(/C=C/c1ccccc1)Nc1ccc(F)c(F)c1,18
O=c1c(Cc2ccccc2)c(O)nc2n1CCCS2,1
CCOc1ccc(N2C(=O)/C(=C\c3cccc(OC)c3OC)C(C(=O)OC)=C2C)cc1,3

# Part of the list above, as tab-separated lines:
SMILES	ER stress surv
O=C(OCc1ccccc1)Sc1nnc(-c2ccc(Br)cc2)o1	0
Cc1ccc(S(=O)(=O)/N=C2/C=C(N3CCOCC3)C(=O)c3ccccc32)cc1	21
O=C1NC(=S)S/C1=C/c1ccc(Sc2ccccc2)o1	3
CC(=O)Nc1ccc(NC(=O)c2cccc(I)c2)cc1	10
Cc1ccc(N2NC(=O)/C(=C/c3ccccc3O)C2=O)cc1C	3
O=[N+]([O-])c1ccc(COc2ccc(/C=N/Nc3nc4ccccc4s3)cc2)cc1	-1
CCC1S/C(=N\N=C\c2cccc3ccccc23)NC1=O (stereo not drawn)	11
Cc1ccc(/C=C/C(=O)NCc2ccco2)o1	-4
O=C1NC(=S)N(c2cccc(Br)c2)C(=O)/C1=C/c1ccc(-c2ccccc2C(=O)O)o1	3
COc1ccccc1CNC(=O)c1ccc(OC)c([N+](=O)[O-])c1	9
Cc1ccc(NC(=O)/C=C/c2cccc([N+](=O)[O-])c2)c(Br)c1	2
O=C(NCCc1ccccc1F)C(=O)Nc1nccs1	3
N#Cc1c(/N=C/c2cc(Br)ccc2O)sc2c1CCN(Cc1ccccc1)C2	-7
O=C(c1ccc(Cl)cc1)N1N=C(c2ccc([N+](=O)[O-])cc2)CC1(O)C(F)(F)F (stereo not drawn)	8
O=C1NC(=S)NC(=O)C1=Cc1cc(Br)c(Sc2ccc(Cl)cc2)o1	4
O=C(O)CCN1C(=O)/C(=C/c2cccc3ccccc23)SC1=S	13
O=C(/C=C/c1ccccc1)Nc1ccc(F)c(F)c1	18
O=c1c(Cc2ccccc2)c(O)nc2n1CCCS2	1
CCOc1ccc(N2C(=O)/C(=C\c3cccc(OC)c3OC)C(C(=O)OC)=C2C)cc1	3

# (next part)
SMILES,ER stress surv
CCN1C(=O)/C(=C\c2cccc(O)c2)C(C(=O)OC)=C1C,2
O=C(NC(=S)Nc1ccc(N2CCCCC2)cc1)c1cccs1,-2
S=C(Nc1ccccc1)Nc1ccccc1NC(=S)Nc1ccccc1,-1
COc1cc(N2CCCCC2)ccc1[N+](=O)[O-],5
CC(N=CC1=C(O)CNC1=O)c1ccccc1 (stereo not drawn),11
COc1ccc(OC)c(NC(=O)CSc2nc3ccccc3s2)c1,5
COc1ccc(/C=C/C(=O)c2cccc([N+](=O)[O-])c2)cc1,0
O=C(CCC1CCCC1)Nc1cccc(Cl)c1,3
O=C(O)CSc1nc2ccc(NC(=O)c3ccccc3)cc2s1,-4
Cc1ccc(-c2nc3ccccc3s2)cc1NC(=O)c1ccc(Br)o1,5
O=[N+]([O-])c1ccc(-c2nc3ccc(Br)cn3[n+]2[O-])cc1,4
COc1ccc(CNC(=O)c2c(-c3c(Cl)cccc3Cl)noc2C)cc1,9
CCOC(=O)c1ccc(NC(=O)COc2ccccc2C)cc1,3

# The list is partial (hit frequency here may not be typical).
